# Screening results (PubChem)
# sPLA2-III inh – Blocks human group III sPLA2 activity. Q9NZ20. QFRET BODIPY PC-A2 liposome hydrolysis, fluorescence. inhibition, % at 12.2 µM. actives 0.56% (n = 370,000). AID 743126;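 active = inhibition above mean plus 3 SD of compounds lying within the high and low control bounds, cut at about 19% in these data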;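 note: 0% = median of test compound wells and 100% = no enzyme DMSO wells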
# Target sequence (Q9NZ20 whole entry, looked up): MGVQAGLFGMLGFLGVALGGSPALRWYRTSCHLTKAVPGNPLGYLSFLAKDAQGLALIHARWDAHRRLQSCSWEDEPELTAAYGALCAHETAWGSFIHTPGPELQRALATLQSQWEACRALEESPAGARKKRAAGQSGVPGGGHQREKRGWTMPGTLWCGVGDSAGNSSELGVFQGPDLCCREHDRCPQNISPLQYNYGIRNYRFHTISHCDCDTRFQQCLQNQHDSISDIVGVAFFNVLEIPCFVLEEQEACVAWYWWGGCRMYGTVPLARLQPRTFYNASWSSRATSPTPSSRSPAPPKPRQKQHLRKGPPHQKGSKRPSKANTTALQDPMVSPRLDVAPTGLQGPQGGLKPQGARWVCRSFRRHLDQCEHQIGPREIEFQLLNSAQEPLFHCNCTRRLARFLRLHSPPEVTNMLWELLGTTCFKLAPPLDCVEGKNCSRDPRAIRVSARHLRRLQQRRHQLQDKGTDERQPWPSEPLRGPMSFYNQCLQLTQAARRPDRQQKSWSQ
# KLK7 zymogen act – activates the human kallikrein-7 zymogen | AID 652039 | purified proKLK7, EDANS-DABCYL substrate fluorescence; 100% is mature enzyme control, 0% vehicle | actives 0.9% (n = 370,000) | activation, % at 7 µM | P49862;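 active = activation above the mean of all tested compounds plus 3 SD, computed per campaign excluding outliers beyond control limits, cut at about 13% in these data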
# Target sequence (P49862 whole entry, looked up): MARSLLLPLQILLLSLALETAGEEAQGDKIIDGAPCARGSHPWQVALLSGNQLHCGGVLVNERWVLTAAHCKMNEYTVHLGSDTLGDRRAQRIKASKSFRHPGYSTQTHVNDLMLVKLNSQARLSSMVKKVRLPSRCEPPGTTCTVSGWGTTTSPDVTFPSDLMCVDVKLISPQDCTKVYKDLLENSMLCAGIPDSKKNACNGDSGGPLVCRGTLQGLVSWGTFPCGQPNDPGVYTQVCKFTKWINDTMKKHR
# rCAG binder – binds r(CAG) RNA repeats; AID 651821; inhibition, % at 3 µM; actives 1.3% (n = 370,000); r(CAG) RNA repeat, TO-PRO-1 dye displacement fluorescence;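 active = inhibition above the plate cutoff, the mean of all test compounds on that plate plus 3 SD, cut at about 35% in these data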;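 note: 0% = DMSO alone and 100% = 100 µM mitoxantrone as full dye displacement; higher means more dye released from RNA so lower well fluorescence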
# ADAM10 inh – inhibits human ADAM10. O14672. recombinant ADAM10, EDANS/DABCYL FRET peptide cleavage, 3 h. inhibition, % at 7 µM. actives 0.62% (n = 370,000). AID 720582;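 active = inhibition above a per-campaign cutoff equal to the mean of compounds falling between control-based bounds plus 3 SD, cut at about 20% in these data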;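 note: 0% = DMSO wells while the 100% control is not disclosed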
# FXN GAA850 act – increases GAA850 frataxin promoter reporter activity; HEK293 lucGAA850 FXN promoter luciferase reporter, 24 h; percent of 10 µM SAHA response; activation, % at 6 µM; actives 0.56% (n = 360,000); AID 540364;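 active = activation above the average of all compounds screened plus 3 SD, cutoff fixed separately per campaign, cut at about 7.5% in these data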;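 note: 0% = DMSO wells and 100% = 10 µM SAHA wells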
# GC-B act – GC-B (human) receptor activation. AID 1920062. activation, % at 10 µM. actives 0.11% (n = 370,000). HEK293-GC-B cells, CNP EC30, cGMP TR-FRET; 0% at EC30 CNP, 100% saturating CNP. P20594;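 active = activation at 10 µM reaching about 35% in either raw or pattern-adjusted values, limit read from the data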
# ARFGAP1 inh – inhibitors of rat ARFGAP1 | Q62848 | Arfgap1-stimulated ARF1 GTP hydrolysis, GDP FP detection | inhibition, % at 16.5 µM | actives 0.26% (n = 360,000);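 active = inhibition above a per-plate limit, mean inhibition of low control wells plus 3 SD, cut at about 25% in these data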;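 note: 0% = DMSO wells with enzyme and 100% = wells lacking Arfgap1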
# Target sequence (Q62848 1-136 limits assumed): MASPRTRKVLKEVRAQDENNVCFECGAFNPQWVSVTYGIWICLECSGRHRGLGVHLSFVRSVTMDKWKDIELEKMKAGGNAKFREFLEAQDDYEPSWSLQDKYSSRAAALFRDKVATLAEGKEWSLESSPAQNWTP
#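 Material – truncated rat Arfgap1 GAP domain · Buffer or medium – HEPES-based buffer, pH 7.5 · Reagent – human ARF1(Δ1-17)-GTP substrate · Dosing – 16.5 µM single point, 1.26% DMSO · Schedule – GTP hydrolysis reaction 2 h at 25 °C · Technique – GDP detection by fluorescence polarization · Benchmarks – No-Arfgap1 wells (100%) versus DMSO full-reaction wells (0%) · Repeats – single replicate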
# ASAP1 GAP inh – ASAP1 ArfGAP inhibition; Q9ULH1; ASAP1-stimulated ARF1 GTP hydrolysis, GDP FP detection; inhibition, % at 16.5 µM; actives 0.19% (n = 360,000); AID 624377; in the data active = inhibition above about 25%;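 note: 0% = vehicle with enzyme and substrate and 100% = no enzyme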
# Tn6 DDE FP – inhibitors of Tn6 peptide binding to human fibrin DD(E); inhibition, % at 8.3 µM; Fibrin DD(E) TRITC-Tn6 fluorescence polarization displacement; actives 0.21% (n = 370,000); P02675; AID 720509;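 active = inhibition above a per-campaign cutoff: mean of compounds within control limits plus 3 SD, cut at about 15% in these data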;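 note: 0% = median of all compound wells on the plate and 100% = blocking peptide control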
# NPR1 activator – GC-A (human) enzyme activation | P16066 | HEK293 GC-A cells, cGMP TR-FRET, EC30 ANP; 0% at EC30 ANP, 100% saturating ANP | activation, % at 10 µM | actives 0.14% (n = 370,000); in the data active = activation above about 40%
# Active calls of the source: *; i = inactive; · = no result given.
SMILES,sPLA2-III inh,KLK7 zymogen act,rCAG binder,ADAM10 inh,FXN GAA850 act,GC-B act,ARFGAP1 inh,ASAP1 GAP inh,Tn6 DDE FP,NPR1 activator
O=C(/C=C1\SC(=O)N(CC(=O)Nc2ccc(Cl)cc2)C1=O)Nc1ccc(F)cc1,2,-0.5,5,-4,1.0,6,-2,1,0,2
Cc1[nH]c2ccccc2c1CN1CCC(CO)(Cc2ccccc2)CC1,-25,1.3,0,5,-3.2,-12,5,-5,-9,-6
Cc1ccc(-n2c(C(C)n3nc(C)c([N+](=O)[O-])c3C)n[nH]c2=S)cc1 (stereo not drawn),4,0.3,6,3,-1.8,4,5,7,-1,0
CCN(C(=O)COC(=O)c1cc2c(s1)CCCCC2)C1CCS(=O)(=O)C1 (stereo not drawn),5,-0.8,-4,-2,0.7,-2,11,5,-4,8
CCOC(=S)N/C(=N\S(C)(=O)=O)c1ccccc1,0,0.1,-1,0,1.8,3,-6,3,1,3
CC(=O)c1cccc(Nc2nc3ccccc3n3cnnc23)c1,-7,-17,11,1,1.5,-8,4,-4,4,-14
COc1ccc(S(=O)(=O)N2CCCCC2)cc1NC(=O)Cc1sc(C)nc1-c1ccc(F)cc1,-22,0.3,5,14,13*,0,3,-5,6,-3
O=C(Cn1nc(C(F)(F)F)c2c1CCC2)N1CCN(c2ccccc2)CC1,4,0.0,-2,2,-0.1,0,8,2,-6,-10
Cn1cccc1/C=C1\SC(=Nc2ccc(O)cc2)NC1=O,-19,0.4,7,12,2.6,-2,4,15,-7,3
O=C(NNC(=O)c1ccccc1O)c1ccc(NS(=O)(=O)c2ccc(F)cc2)cc1,-15,-0.5,9,-15,0.8,1,2,-1,6,-1
Cc1ccc(/C(N)=N/OC(=O)c2ccc(C)cc2Cl)cc1,-1,0.3,2,-7,-7.1,-1,2,-5,-14,6
O=[N+]([O-])c1ccccc1OCCCn1cnc2ccccc21,-7,-0.1,-4,-1,6.2,-7,-1,9,4,-6
CC(C)=NNC(=O)C1=NNC(=O)C1,1,0.6,-2,4,-0.9,-1,-3,3,0,-2
COc1ccc(C(=O)NCC2CCN(C(=O)C(=O)c3cccs3)CC2)cc1,15,0.0,1,-3,·,-1,7,2,1,0
Cc1ccc(CN2C(=O)CSc3ccc(C(=O)NC4CC4)cc32)cc1,-2,0.3,-6,-5,-0.9,-7,3,-4,-11,-6
CCN(CC)c1ccc(/C=N/N2CCOCC2)c(O)c1,5,-3.3,-3,-7,4.0,-4,13,-3,3,-3
COc1ccccc1NS(=O)(=O)c1ccc(C)c(C(=O)N2CCCC2)c1,4,-0.3,3,-10,-0.1,-2,-12,0,1,1
Cc1cc(C)n(C(=O)c2ccc(NC(=O)C3CC3)cc2)n1,0,-0.2,-2,-3,0.4,2,1,-6,-10,-4
CCCC(=O)Nc1cc(C)cn(Cc2c(F)cccc2Cl)c1=O,3,-0.3,3,-9,-1.5,5,12,7,10,3
COc1ccc(OCC(=O)Nc2ccc(N3CCN(C(=O)c4ccccc4)CC3)c(Cl)c2)cc1,-22,0.6,0,6,-3.2,4,4,-4,-4,3
Cc1ccc(S(=O)(=O)NCC(=O)OCC(=O)N2N=C(c3ccc(Cl)cc3)CC2c2ccco2)cc1C (stereo not drawn),-11,0.3,12,1,-2.5,-17,4,-2,-4,-31
CNCC(O)c1ccc(O)c(O)c1 (stereo not drawn),0,11,1,-4,4.5,-5,4,-10,-5,1
CCCC(=O)Nc1ccc2oc(-c3ccc(OC)c(Br)c3)nc2c1,-2,-9.5,0,-242,2.9,-5,17,1,-4,3
COc1ccc(/C=C/CN2CCCC(CO)(Cc3cccc(Cl)c3)C2)cc1 (stereo not drawn),-21,-0.3,0,-1,-2.2,-12,16,5,-5,-11
Cc1cccc(C)c1N1C(=O)c2ccccc2NC(=O)C1C(=O)Nc1ccc(N2CCOCC2)cc1 (stereo not drawn),5,0.8,4,-16,·,-1,5,-7,-12,0
CCCCn1nnc(N(C(=O)c2cccs2)C(=O)c2cccs2)n1,11,0.1,-5,-4,3.1,0,9,1,2,7
CC1CCC(NC(=O)c2cccc(S(=O)(=O)NCc3ccccc3)c2)CC1 (stereo not drawn),-14,0.3,-9,1,0.4,8,-6,-16,1,1
O=C(Nc1ccc(-n2cc(Br)cn2)cc1)c1ccncc1,3,0.1,-2,-6,1.6,-2,-9,3,9,-2
O=C(CCNS(=O)(=O)c1ccccc1)Nc1ccccc1,5,-0.3,-3,4,-1.5,1,-8,-1,3,-2
CC(C)Cn1cnc2c1c(=O)[nH]c(=O)n2Cc1ccccc1,0,0.2,-4,6,0.3,11,-4,14,4,8
Clc1ccc(CSc2nnc(-c3ccccn3)n2Cc2ccco2)c(Cl)c1,5,-0.2,10,-9,-1.4,-21,9,-2,-7,-34
O=C(COC(=O)c1ccccc1OCc1ccccc1Cl)NC1CCS(=O)(=O)C1 (stereo not drawn),-7,0.6,1,0,0.6,2,3,2,-1,-4
COc1ccccc1N1CCN(C(=O)c2ccco2)CC1,0,0.5,-1,-2,-1.8,3,10,12,0,1
C=CCN1C=CC(=C/C=C(/C#N)C(=O)OCC)C=C1,-17,-0.7,-83,9,5.3,1,-4,-1,-3,-8
CCc1nnc(NS(=O)(=O)c2ccc(NC(=O)/C=C/c3ccc(F)cc3)cc2)s1,-77,0.0,73*,4,1.6,-2,-7,-1,-5,-4
COc1ccc(CNC(=O)N2CCN(c3cccc(C)c3C)CC2)cc1OC,2,0.0,-3,4,-0.8,0,6,1,0,-1
CCOc1ccc(NC(=S)NC(=O)c2c(Cl)c(C)nn2C)c([N+](=O)[O-])c1,17,0.1,1,3,-2.8,2,-4,-21,0,-2
CCn1ncc(Br)c1C(=O)Nc1ncc(C)s1,-2,-0.5,0,2,1.8,0,3,1,-9,-4
Cc1cc(C)nc(SCc2nnc(SCC(=O)Nc3ccccc3C)n2Cc2ccco2)n1,-3,-0.8,-2,4,0.6,3,0,15,6,-5
CN(CCc1ccccc1)C(=O)c1cc2ccccn2n1,-3,0.4,0,-4,·,-7,·,·,-3,2
Nc1oc2ccccc2c(=O)c1-c1ccc2c(c1)OCO2,-4,-0.5,3,-2,4.8,5,10,-8,-10,1
CC(C)(C)NC(=O)COC(=O)CCC(=O)c1cccs1,1,0.0,0,-13,-4.6,-2,6,-4,7,7
CN(C1CCCCC1)S(=O)(=O)c1ccc(C(=O)Nc2sc3c(c2C(N)=O)CC(C)(C)NC3(C)C)cc1,-10,-9.7,3,-115,-0.1,2,-8,-1,7,-4
CN1/C(=C\C=[N+](C)c2ccccc2)C(C)(C)c2ccccc21,1,0.4,-3,-1,-1.7,0,-10,12,-1,2
c1ccc(N=Nc2ccc(C3=NCCO3)cc2)cc1,12,0.5,2,2,2.8,1,-8,1,2,14

# Three of the compounds above, with values under each structure.
# Every second line gives: sPLA2-III inh	KLK7 zymogen act	rCAG binder	ADAM10 inh	FXN GAA850 act	GC-B act	ARFGAP1 inh	ASAP1 GAP inh	Tn6 DDE FP	NPR1 activator
COc1ccc(S(=O)(=O)N2CCCCC2)cc1NC(=O)Cc1sc(C)nc1-c1ccc(F)cc1
→ -22	0.3	5	14	13*	0	3	-5	6	-3
O=C(Nc1ccc(-n2cc(Br)cn2)cc1)c1ccncc1
→ 3	0.1	-2	-6	1.6	-2	-9	3	9	-2
CN1/C(=C\C=[N+](C)c2ccccc2)C(C)(C)c2ccccc21
→ 1	0.4	-3	-1	-1.7	0	-10	12	-1	2

# (next part)
SMILES,sPLA2-III inh,KLK7 zymogen act,rCAG binder,ADAM10 inh,FXN GAA850 act,GC-B act,ARFGAP1 inh,ASAP1 GAP inh,Tn6 DDE FP,NPR1 activator
C[C@H]1CN(S(=O)C(C)(C)C)[C@@H](CCO)/C1=C\c1ccccc1 (stereo partly drawn),-1,0.3,0,3,0.2,4,18,2,0,-1
CCn1c(CC(=O)Nc2ccc(C)c(Cl)c2)nnc1SCc1ccc(Cl)c(Cl)c1,1,0.3,3,0,-0.5,-12,-9,3,9,2
CCOc1cc2[nH]c(=S)n(Cc3ccc(C(=O)NCCCN(CC)CC)cc3)c(=O)c2cc1OCC,-6,0.2,7,-8,5.7,-2,0,3,0,-2
Cc1cc(C)c(S(=O)(=O)CCC(C)C)c(=O)[nH]1,-2,0.5,-1,-6,0.6,6,-1,7,0,-2
O=C(CN1CCCN(Cc2ccc(F)cc2Cl)C1=O)NC1CCCC1,1,-0.1,-4,1,1.6,4,-6,3,-3,1
O=C(Cc1ccccc1)N/N=C/c1ccc2cccc(O)c2n1,-3,0.6,4,-3,-3.7,3,16,0,-7,3
Cc1cnc(C(=O)OCC(=O)N(C(C)C)C(C)C)cn1,3,0.0,0,4,2.4,8,-4,-4,1,-1
CC(=O)N1c2ccc(S(=O)(=O)N3CCC(C(=O)Nc4cccc(C(F)(F)F)c4)CC3)cc2CC1C (stereo not drawn),-31,-0.3,4,11,-0.4,2,5,8,4,-2
COc1ccc(NC(=O)COC(=O)CN2C(=O)C3CCCCC3C2=O)cc1OC (stereo not drawn),15,-0.3,0,-14,-1.2,4,1,-5,-10,0
Cc1ccc2nc(Nc3nc(CSc4nc5ccccc5s4)cc(=O)[nH]3)nc(C)c2c1,-6,0.6,4,1,-0.1,-6,25*,-2,2,2
O=C1CN(C(=O)COc2ccc(F)cc2Br)c2ccccc2N1,-3,0.2,1,-3,3.2,-3,2,10,-6,6
CC(=C/c1ccccc1)/C=N/n1cnnc1,4,-0.6,-2,-1,0.9,-2,-2,1,-2,-2
Cc1c(N=c2scc(-c3ccccc3)n2C)c(=O)n(-c2ccccc2)n1C,4,-0.1,-7,9,-0.5,2,3,8,-6,-3
CCc1nnc(NC(=O)c2c(OC)cccc2OC)s1,8,0.7,-2,-7,0.3,0,-6,-15,-3,2
C#CCN(Cc1cccc(F)c1)C(=O)c1nnc2c3cc(F)ccc3n(S(=O)(=O)c3ccc(OC)cc3)c2n1,2,0.2,8,-4,·,13,13,10,0,8
COc1ccc(-c2[nH]c(-c3ccc(C(=O)O)cc3)nc2-c2ccccc2)cc1,-14,2.5,25,i,-2.0,-3,-4,-9,0,-1
O=C1CC(c2ccccc2)n2nc(NS(=O)(=O)c3ccccc3)nc2N1 (stereo not drawn),3,0.1,2,-8,-0.3,4,-1,4,0,2
CCOC(=O)c1sc(NC(=S)NC(=O)C2CCCC2)cc1C,6,-0.7,5,-2,3.0,7,3,13,-3,-6
O=C(COC(=O)c1ccccc1Br)NC(=O)NCc1ccccc1,-20,-0.2,0,-1,1.7,0,-2,-2,-3,1
COC(=O)CN(C)C(=O)c1ccccc1OC1CCN(S(C)(=O)=O)CC1,-1,-0.1,0,8,-0.5,1,13,5,9,1
COc1ccc(CCNC(=O)COC(=O)c2ccccn2)cc1,-3,-0.2,0,6,-1.0,1,6,-2,0,1
O=[N+]([O-])c1ccc(/C=N/Nc2nc(NCc3ccccc3)nc(N3CCOCC3)n2)cc1,1,0.1,-3,6,0.2,-1,-1,18,-1,-5
Cc1csc(NC(=O)CSc2sc3c(O)cc(=O)[nH]c3c2C#N)n1,-3,-1.2,75*,-15,-1.0,3,-6,-14,-13,2
